# Screens from PubChem.
# Rpn11 block: Rpn11 (PSMD14) deubiquitinase inhibitors, primary screen, biochemical, fluorescence polarization, uHTS | human 26S proteasome, Ub4-pepOG fluorescence polarization; 20S core pre-blocked with epoxomicin | calls only at 20 µM | 360,000 compounds, 0.59% hits;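 active = inhibition at 20 µM, scaled to each plate's controls, above about 33%, limit read from the data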
# Target sequence (O00487 whole entry, looked up): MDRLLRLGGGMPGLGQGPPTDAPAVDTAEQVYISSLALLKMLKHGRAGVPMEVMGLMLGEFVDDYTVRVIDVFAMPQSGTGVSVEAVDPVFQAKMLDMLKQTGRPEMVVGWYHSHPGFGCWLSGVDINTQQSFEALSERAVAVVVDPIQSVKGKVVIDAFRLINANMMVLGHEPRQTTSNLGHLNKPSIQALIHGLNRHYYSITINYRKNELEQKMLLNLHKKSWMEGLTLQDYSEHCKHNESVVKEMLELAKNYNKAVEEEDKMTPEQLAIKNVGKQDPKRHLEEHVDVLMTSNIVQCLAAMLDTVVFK
# CendR NRP1 mod: modulators of CendR peptide binding to NRP-1, primary screen, biochemical, fluorescence polarization, uHTS | inhibition, % at 25 µM | 360,000 compounds, 0.85% hits | Neuropilin-1 (Homo sapiens), O14786 | AID 602438, 2012 | FAM-RPARPAR peptide binding to NRP-1;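 active = inhibition or corrected inhibition above about 18%, plus a signal ratio from 0.5 to 1.5, limit read from the data, passing the limit was not always enough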; note: strong numbers were not always called active
# LMPTP block: LMPTP phosphatase inhibitors, primary screen, biochemical, fluorescence intensity, uHTS; 360,000 compounds, 0.22% hits; recombinant LMPTP-A, OMFP fluorogenic substrate; inhibition, % at 20 µM; AID 651560, 2012; Low molecular weight phosphotyrosine protein phosphatase (Homo sapiens), P24666;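 active = compounds that cut the enzyme signal by at least half of the control window in the single-dose screen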;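 note: plate controls were DMSO wells with enzyme plus substrate for no effect and substrate without enzyme for full effect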
#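 Assay system: LMPTP-A, protein tyrosine phosphatase of low molecular weight / Medium: pH 6.0 Bis-Tris buffer with DTT and Triton X-100 / Schedule: 50 min enzyme reaction at room temperature, protected from light / Measured by: endpoint fluorescence intensity from OMFP dephosphorylation / Read-out basis: % inhibition relative to no-enzyme and uninhibited control wells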
# Scp1 inh: Scp-1 phosphatase inhibitors, primary screen, biochemical, colorimetric, uHTS; Carboxy-terminal domain RNA polymerase II polypeptide A small phosphatase 1 (Homo …; Recombinant Scp1, phosphopeptide, malachite green phosphate absorbance; inhibition, % at 20 µM; 340,000 compounds, 0.88% hits;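 active = inhibition above about 50% at 20 µM, limit read from the data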;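 note: plate controls were DMSO wells with enzyme for no effect and wells lacking enzyme for full effect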
# Target sequence (Q9GZU7 76-261 limits assumed): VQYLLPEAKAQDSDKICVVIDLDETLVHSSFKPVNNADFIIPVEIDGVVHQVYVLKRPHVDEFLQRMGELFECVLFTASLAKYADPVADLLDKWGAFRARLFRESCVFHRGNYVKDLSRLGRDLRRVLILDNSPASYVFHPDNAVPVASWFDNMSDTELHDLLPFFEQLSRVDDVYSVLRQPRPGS
#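 Test system: SCP-1 phosphatase catalytic domain, residues 76-261 | Compound dosing: One concentration, 20 µM, with 1.0% DMSO | Schedule: 45 min room-temperature reaction, 5 min colour, 30 min stabiliser | Detection: Absorbance at 630 nm | Read-out basis: % inhibition of SCP-1 phosphate liberation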
# NadD inh: inhibitors of S. aureus NadD, primary screen, biochemical, colorimetric, uHTS; Nicotinate-nucleotide adenylyltransferase NadD (Staphylococcus aureus N315); purified NadD enzyme, colorimetric absorbance read-out; inhibition, % at 20 µM; 360,000 compounds, 0.78% hits; in the data active = inhibition above about 26%; note: some compounds past the cut are filed as inactive
# MT1-MMP act inh: blockers of MT1-MMP proenzyme processing, primary screen, HT1080 RFP-PRO-GFP cells, GFP/RFP fluorescence; GFP/RFP ratio fluorescence, overnight; percent of plate control window, DMSO zero; 360,000 compounds, 0.061% hits; GFP/RFP ratio change, % at 20 µM; Matrix metalloproteinase-14 (Homo sapiens), P50281;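 active = GFP/RFP ratio change of at least 30% with cell ATP level not reduced by more than half and red fluorescence within 50% of control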; note: strong numbers were not always called active
#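 Material – HT1080 RFP-PRO-GFP cells · Control set – DMSO wells and RFP-L50D-GFP cells · Incubation – overnight cell settling, then overnight compound exposure, 37 °C, 5% CO2 · Compound dosing – single-point 20 µM compound, 1% DMSO · Read-out – GFP/RFP fluorescence ratio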
# STEP block: STEP phosphatase inhibitors, primary screen, biochemical, fluorescence intensity, uHTS | Tyrosine-protein phosphatase non-receptor type 5 (Homo sapiens), P54829 | recombinant STEP, OMFP fluorogenic substrate | inhibition, % at 20 µM | 360,000 compounds, 0.25% hits | AID 588621, 2011;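 active = inhibition at 20 µM, scaled per plate between control wells, above about 37%, limit read from the data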;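 note: 0% = DMSO with enzyme and substrate and 100% = substrate only without enzyme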
# Target sequence (P54829 whole entry, looked up): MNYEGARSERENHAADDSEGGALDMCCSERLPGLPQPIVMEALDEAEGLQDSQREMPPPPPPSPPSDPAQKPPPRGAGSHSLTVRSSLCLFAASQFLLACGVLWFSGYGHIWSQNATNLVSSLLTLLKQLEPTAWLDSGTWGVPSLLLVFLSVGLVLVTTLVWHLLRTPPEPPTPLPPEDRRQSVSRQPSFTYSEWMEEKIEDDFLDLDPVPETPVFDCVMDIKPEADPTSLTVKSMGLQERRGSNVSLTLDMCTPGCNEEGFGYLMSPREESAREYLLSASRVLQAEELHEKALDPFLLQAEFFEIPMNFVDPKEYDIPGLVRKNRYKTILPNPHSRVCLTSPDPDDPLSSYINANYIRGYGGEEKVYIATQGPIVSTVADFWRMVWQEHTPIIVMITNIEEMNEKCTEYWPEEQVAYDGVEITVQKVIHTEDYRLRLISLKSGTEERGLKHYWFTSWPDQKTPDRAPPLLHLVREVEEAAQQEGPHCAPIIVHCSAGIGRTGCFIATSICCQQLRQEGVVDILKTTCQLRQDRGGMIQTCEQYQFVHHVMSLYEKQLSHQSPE
#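 Material: STEP (striatal-enriched tyrosine phosphatase) enzyme, cell-free | Medium: 50 mM Bis-Tris pH 6.0 with 2.5 mM DTT and 0.005% Tween 20 | Read-out: Percent inhibition scaled to no-enzyme and uninhibited-enzyme controls, plate-pattern corrected | Signal: Fluorescence read at 480 nm ex / 540 nm em | Times: 20 min reaction, room temperature, in the dark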
# SKN-1 inh: suppressors of acrylamide-induced Pgst-4::GFP reporter in worms, primary screen, SKN-1 inhibitor project, whole organism, uHTS, GFP/RFP fluorescence ratio, strain VP596; C. elegans VP596 Pgst-4::GFP/RFP ratio, 24 h; inhibition, % at 21.8 µM; 360,000 compounds, 0.49% hits;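 active = interference check ratio from 0.5 to 1.5 plus GFP to RFP signal ratio inhibition reaching or exceeding a fixed threshold, cut at about 30% in these data, passing the limit was not always enough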; note: some compounds called inactive have numbers as strong as hits
# SUMO1 PPI mod: modulators of SUMO1 protein-protein interactions, primary screen, biochemical, uHTS | Small ubiquitin-related modifier 1 (Homo sapiens), P63165 | SUMO1 binding to a labelled peptide, TR-FRET, 1 h | inhibition, % at 20 µM | 360,000 compounds, 0.33% hits; in the data active = inhibition above about 37%
# DNMT1 block: human DNMT1 methyltransferase inhibitors, primary screen, biochemical, molecular beacon, fluorescence, HinP1I cleavage, uHTS. DNA (cytosine-5)-methyltransferase 1 (Homo sapiens), P26358. inhibition (reported as % activation of signal), % at 10 µM. 360,000 compounds, 0.83% hits. AID 588458, 2011; in the data active = inhibition above about 50%
# * = called active by the depositor; i = inactive; . = not tested or not shown.
SMILES,Rpn11 block,CendR NRP1 mod,LMPTP block,Scp1 inh,NadD inh,MT1-MMP act inh,STEP block,SKN-1 inh,SUMO1 PPI mod,DNMT1 block
CC(C)C[C@H]1CN([C@@H](Cc2ccccc2)CN2CCC[C@H]2CN2C(=O)C(=O)NC[C@@H]2Cc2ccc(O)cc2)C(=O)C(=O)N1CCc1ccccc1,.,-2,-1.3,.,20,-3,.,-1,3,.
Cc1ccccc1C(=O)Nc1c(C)[nH]c(=O)[nH]c1=O,i,6,-1.1,-10,-5,0,1,-2,4,1
CCN(CC)CCNS(=O)(=O)c1ccc(OC)c(Br)c1,i,2,-1.3,0,9,6,-2,9,-3,0
CN(CCc1ccccn1)C(=O)CCC1CCCN(C(=O)c2c(F)ccc(F)c2F)C1 (stereo not drawn),i,-13,-2.4,-7,-1,0,3,7,2,1
CCOc1ccc(CCNS(=O)(=O)c2ccc3c(c2)NC(=O)CO3)cc1OCC,i,6,-1.9,-4,-4,-1,0,3,-2,0
CCn1c(N2CCN(S(=O)(=O)c3ccccc3C(F)(F)F)CC2)nc2ccccc21,i,-10,3.4,5,0,1,0,-9,-5,4
C[C@@H](NC(=O)c1[nH]cnc1C(=O)Nc1ccccc1)c1ccccc1,i,9,1.5,-8,3,8,-2,-4,5,-9
Cc1ccc(S(=O)(=O)N2CCN(C(=O)Cn3c(=O)cnc4ccccc43)CC2)cc1,i,-20,-0.1,-7,3,-1,2,27,-17,0
CN(c1ccccc1)S(=O)(=O)c1ccc(C(=O)NCc2cccs2)cc1,i,-2,1.0,-9,-8,3,-1,-3,0,0
Cc1ccc(S(=O)(=O)N2CCOCC2)cc1NC(=O)c1cc2c(s1)CCC2,i,5,1.0,-6,0,1,-3,4,2,-6
Nc1ccc(S(=O)(=O)Nc2nccs2)cc1,i,12,-2.4,6,3,-4,-1,-5,3,3
O=C(c1c[nH]c(=O)n(-c2ccccc2)c1=O)N1CCc2ccccc21,i,0,1.2,-8,5,-1,-2,3,1,-4
O=C(c1ccc(CNS(=O)(=O)c2ccccc2)cc1)N1CCN(Cc2ccccc2)CC1,i,0,0.1,-4,-4,-4,0,-2,1,-1
C/C(=N/NC(=O)c1cc(-c2ccc(Br)s2)[nH]n1)c1ccco1,i,36*,1.8,17,4,8,-1,-6,-8,-3
O=C(CCNS(=O)(=O)c1cccc(C(F)(F)F)c1)NCc1ccco1,i,6,-0.6,-6,-6,0,-1,-4,-1,7
FC(F)Sc1ccc(Nc2ncnc3nc[nH]c23)cc1,i,-4,-0.3,6,1,4,2,17,-1,-2
CC[C@H](C)[C@H](NC(=O)c1ccccc1)C(=O)Nc1ccc(S(=O)(=O)Nc2cc(C)nc(C)n2)cc1,i,17,4.0,-6,-2,-2,0,-12,3,9
CCc1ccc(-n2c(=S)sc3c(=O)n(-c4ccccc4OC)c(=S)[nH]c32)cc1,i,-3,3.0,13,26*,-3,4,13,-1,-1
Cc1ccc(NC(=O)CSc2ncnc3ccccc23)cc1S(=O)(=O)N1CCOCC1,i,-22,-0.2,-4,0,-17,-1,0,-1,-1
Cn1cc(S(=O)(=O)NCc2cccs2)c(=O)n(C)c1=O,i,9,-3.5,-9,2,-5,-4,-7,3,6
Cc1cc(C)n(-c2cc(O)c(-n3nc(C)cc3C)cc2O)n1,i,3,-0.3,5,-5,1,1,4,-1,7
CCCC(=O)N1CCC1(C)C(=O)Nc1ccc2c(c1)OCCO2 (stereo not drawn),i,-4,-0.4,.,-1,-3,-1,5,-1,2
CC(=O)NCCn1c(SCC(=O)NCCC2=CCCCC2)nc2ccccc2c1=O,i,0,-0.8,-7,3,1,0,4,1,1
CC(C)C12CN3CC(C(C)C)(CN(C1)C3c1ccc([N+](=O)[O-])o1)C2=O (stereo not drawn),i,-8,-0.6,-9,-2,4,-3,-2,-24,0
Cc1sc(NC(=O)c2ccccc2)c(C(=O)NC(C)C)c1C,i,-3,-1.2,-9,6,0,1,14,-3,-3
SMILES,Rpn11 block,CendR NRP1 mod,LMPTP block,Scp1 inh,NadD inh,MT1-MMP act inh,STEP block,SKN-1 inh,SUMO1 PPI mod,DNMT1 block
C[C@@H](NC(=O)[C@@H]1CCCN1C(=O)[C@@H]1CCCN1C(=O)OC(C)(C)C)c1ccccc1,.,3,-1.6,.,0,3,.,-1,0,.
COc1ccc(OC(=O)c2ccc3nsnc3c2)cc1,i,2,1.2,-10,-5,1,0,-12,-25,-1
Cc1nc2sc3c(=O)[nH]nnc3c2c(C)c1Br,i,-15,-4.0,25,-1,1,-1,-7,1,2
CCOc1ccc(C2C(C(=O)c3ccco3)=C(O)C(=O)N2CCCn2ccnc2)cc1OCC (stereo not drawn),i,3,-4.9,-11,11,1,-1,-11,-6,-5
O=C(Nc1cccc(C(F)(F)F)c1)N1CCC(c2nc(-c3ccc(F)cc3)no2)CC1,i,-9,2.5,-8,-7,-4,-2,-6,0,1
COc1ccc(C(=O)c2cn(-c3cccc(Br)c3)nc2C(C)=O)cc1,i,5,-0.8,-4,-12,2,-3,17,6,2
CCC(C)(C)C1CCc2nc3ccccc3c(C(=O)OC(C)C(=O)Nc3c(C)n(C)n(-c4ccccc4)c3=O)c2C1 (stereo not drawn),i,-16,1.9,-5,9,-3,-3,0,-2,-5
COc1ccc(N2CCN(CC(O)COc3ccc(C)cc3C)CC2)cc1 (stereo not drawn),i,5,-1.1,-3,-9,1,1,18,-1,-2
CC(=O)N1C(Nc2ccc(Cl)cc2)CCN1c1ccccc1 (stereo not drawn),i,0,0.9,-2,0,-1,-1,17,1,-16
COc1ccc(CCNC(=O)c2ccc(CSc3ccccc3)o2)cc1,i,-8,0.8,-11,-14,-5,2,-3,1,-2
COc1ccc(NC(=O)CSc2ncnc3c2cnn3CCc2ccccc2)cc1,i,-5,0.1,-13,-5,-2,6,0,1,0
O=S(=O)(NCCc1cn2ccccc2n1)c1ccc2c(c1)OCCO2,i,-8,-1.1,-1,-3,4,2,-10,0,5
Cc1ccc(/C=C2\SC(=S)N(c3cccnc3)C2=O)o1,i,-30,0.8,-5,2,12,5,5,-6,-1
CCc1ccc(N2CC(C(=O)Nc3cccnc3)CC2=O)cc1 (stereo not drawn),i,5,-1.2,2,3,2,-4,-6,0,2
CNC(=O)c1ccc(NC(=O)CCc2c(C)noc2C)cc1,i,16,-0.6,0,-6,4,0,10,-1,-2
COC(=O)/C=C1\SC(=NC(=O)c2ccc(OC)cc2)NC1=O,i,-2,-0.3,-4,18,-3,-2,-2,-12,3
O=C(Cc1ccc(Br)cc1)N1CCN(c2ccccc2)CC1,i,3,0.7,-9,-4,-1,-1,-5,-3,-1
COc1ccc(S(=O)(=O)N/N=c2\oc3c(OC)cccc3cc2S(=O)(=O)c2ccc(C)cc2)cc1OC,i,-5,1.2,-2,12,-4,-1,-12,-12,-1
CCOc1ccccc1C1C2CCCCC2(O)CCN1C(=O)c1cccs1 (stereo not drawn),i,-5,-1.4,6,0,7,0,0,0,7
CCC(=O)Nc1cccc2cccnc12,i,2,-1.0,-9,4,2,5,5,3,0
CC(CC(=O)N1CCc2ccccc21)c1ccccc1 (stereo not drawn),i,3,0.5,-7,-5,3,-3,24,-1,5
O=C(c1cccs1)N(Cc1cc2ccccc2[nH]c1=O)CC1CCCO1 (stereo not drawn),i,-5,0.3,-6,0,-2,2,-2,4,0
O=C1S/C(=C/c2ccc(N3CCOCC3)o2)C(=O)N1Cc1c(F)cccc1Cl,.,137,2.1,3,9,-249,-36,13,-70,-6
O=C(Nc1cc(S(=O)(=O)Nc2ccccc2Cl)ccc1O)c1sc2cc(Cl)ccc2c1Cl,i,-5,2.9,-7,28,10,-2,-6,5,27
O=C(Nc1ccccc1)c1ccc(S(=O)(=O)NCC2CCCO2)cc1 (stereo not drawn),i,-76,-1.3,0,-3,7,2,14,-4,0
SMILES,Rpn11 block,CendR NRP1 mod,LMPTP block,Scp1 inh,NadD inh,MT1-MMP act inh,STEP block,SKN-1 inh,SUMO1 PPI mod,DNMT1 block
COC(=O)c1sccc1NC(=O)c1ccccc1C(=O)O,i,10,-0.3,-10,-5,-1,3,7,6,2
CCN(CC)CCCNC(=O)CNC(=O)c1nn(-c2ccc(OC)cc2)c(=O)c2ccccc12,i,-2,-0.9,-4,-7,4,4,-5,-11,-1
CCCn1c(N)c(N(CCOC)C(=O)c2cc(S(=O)(=O)N3CCCCCC3)ccc2OC)c(=O)[nH]c1=O,i,-6,0.7,-2,-4,0,0,-16,-3,0
Cc1cc(C)cc(Cn2cc(CN3CC(N4CCSCC4)CS3(=O)=O)nn2)c1 (stereo not drawn),.,6,0.0,.,0,3,.,-6,-1,.
COC(=O)c1cc2occc2n1CC(=O)Nc1ccc(C)cc1C,i,-2,-0.3,-3,1,-3,5,0,3,-5
CC(C)(C)OC(=O)N(CCc1ccccc1)Cc1ccc(OCc2cccc(NC(=O)C3CCCC3)c2)cc1,i,4,4.3,-12,-3,-5,3,-4,7,0
O=C(c1cccc(S(=O)(=O)N2CCCCC2)c1)N1CCN(c2ccccc2)CC1,i,11,-0.3,4,-3,1,1,19,-4,0

# A run of entries taken from the entries so far:
SMILES,Rpn11 block,CendR NRP1 mod,LMPTP block,Scp1 inh,NadD inh,MT1-MMP act inh,STEP block,SKN-1 inh,SUMO1 PPI mod,DNMT1 block
CCC(C)(C)C1CCc2nc3ccccc3c(C(=O)OC(C)C(=O)Nc3c(C)n(C)n(-c4ccccc4)c3=O)c2C1 (stereo not drawn),i,-16,1.9,-5,9,-3,-3,0,-2,-5
COc1ccc(N2CCN(CC(O)COc3ccc(C)cc3C)CC2)cc1 (stereo not drawn),i,5,-1.1,-3,-9,1,1,18,-1,-2
CC(=O)N1C(Nc2ccc(Cl)cc2)CCN1c1ccccc1 (stereo not drawn),i,0,0.9,-2,0,-1,-1,17,1,-16
